Vif-A3G inh: blocks the Vif interaction with human APOBEC3G. HeLa A3G-eYFP + Vif (tagged APOBEC3G with the HIV-1 protein that degrades it), YFP fluorescence, overnight. actives 0.076% (n = 410,000). Potency, µM (doses to about 46.1 µM), inactives show top-dose activity, negative = active, actives largely listed as inhibitors. AID 602310. Q9HC16;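 also: potency is read from the fitted curve at half-maximal effect; % is scaled to controls: 0 for no effect and ±100 for the full control effect; nearly all actives have a fitted effect of over 60% in size; hits raise eYFP signal because A3G escapes Vif-driven loss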
Target sequence (Q9HC16 whole entry, looked up): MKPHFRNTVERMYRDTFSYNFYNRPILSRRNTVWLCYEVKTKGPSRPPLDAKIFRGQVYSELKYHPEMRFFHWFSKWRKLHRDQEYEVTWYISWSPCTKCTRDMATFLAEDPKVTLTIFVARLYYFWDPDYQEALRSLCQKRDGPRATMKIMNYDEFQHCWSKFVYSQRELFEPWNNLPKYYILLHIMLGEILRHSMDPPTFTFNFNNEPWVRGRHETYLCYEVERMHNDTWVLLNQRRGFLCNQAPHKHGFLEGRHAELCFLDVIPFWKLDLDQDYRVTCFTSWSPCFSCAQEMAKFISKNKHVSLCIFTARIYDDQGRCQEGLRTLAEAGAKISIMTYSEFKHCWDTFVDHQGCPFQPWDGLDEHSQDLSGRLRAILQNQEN
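Read-out is eYFP fluorescence (Ex 488/Em 500-530) from Vif-expressing HeLa A3G-eYFP cells; more signal means A3G escaped Vif-mediated degradation. Cells plated overnight, compound pinned in, incubated overnight at 37 deg C.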
D1 PAM: enhances dopamine response at the human D1 receptor; AID 504651; potentiation, % at 10 µM; actives 0.036% (n = 360,000); HEK293 TREx D1 cells, calcium flux, dopamine EC20 potentiation; in the data active = potentiation above about 30%; also: 0% is about no effect
RXFP1 agonist: RXFP1 (human) receptor agonism | Q9HBX9 | HEK293T-RXFP1 cAMP TR-FRET, 30 min; response scale: percent of porcine relaxin response, buffer zero | Potency, µM (top dose mostly 57.5 µM), for inactives: at the highest dose activation, usual class: activators | actives 0.3% (n = 370,000); also: potency is read from the fitted curve at half-maximal effect; % is scaled to controls: 0 for no effect and ±100 for the full control effect; nearly all actives have a fitted effect of over 60% in size; many of its hits are not listed in these tables
Target sequence (Q9HBX9 whole entry, looked up): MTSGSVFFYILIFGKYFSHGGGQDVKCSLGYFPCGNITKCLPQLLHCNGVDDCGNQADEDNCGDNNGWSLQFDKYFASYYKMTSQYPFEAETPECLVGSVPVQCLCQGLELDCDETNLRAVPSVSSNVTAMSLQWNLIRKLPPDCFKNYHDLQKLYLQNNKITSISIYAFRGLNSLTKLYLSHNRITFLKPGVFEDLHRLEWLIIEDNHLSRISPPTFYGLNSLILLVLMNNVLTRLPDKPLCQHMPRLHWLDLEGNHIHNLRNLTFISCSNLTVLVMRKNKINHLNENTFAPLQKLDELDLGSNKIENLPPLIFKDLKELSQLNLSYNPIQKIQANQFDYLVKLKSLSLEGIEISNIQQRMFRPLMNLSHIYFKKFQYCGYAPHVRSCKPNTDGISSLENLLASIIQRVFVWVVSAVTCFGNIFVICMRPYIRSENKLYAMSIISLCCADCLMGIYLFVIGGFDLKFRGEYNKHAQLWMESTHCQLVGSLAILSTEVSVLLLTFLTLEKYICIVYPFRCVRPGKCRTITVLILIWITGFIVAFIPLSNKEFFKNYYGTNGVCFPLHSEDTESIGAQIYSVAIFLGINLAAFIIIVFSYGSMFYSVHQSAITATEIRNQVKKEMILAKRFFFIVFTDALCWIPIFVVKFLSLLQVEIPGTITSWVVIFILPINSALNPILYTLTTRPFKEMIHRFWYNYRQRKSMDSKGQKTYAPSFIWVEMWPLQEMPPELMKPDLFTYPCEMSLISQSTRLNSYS
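HEK293 cells stably expressing RXFP1, treated 30 min at 37C with compounds plus PDE4 inhibitor Ro 20174; cAMP measured by HTRF TR-FRET. Normalized to buffer and 29 nM porcine relaxin; EC50 by Hill fit.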
RXFP1 antag: antagonists of human relaxin receptor RXFP1; HEK293-RXFP1, relaxin-stimulated cAMP HTRF, 30 min; active compounds read low; Q9HBX9; actives 0.59% (n = 350,000); activity change, negative = inhibition, % at 57.5 µM;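 active = activity change of -60% or lower, but not beyond a set lower limit; inconclusive = change between -60% and -40%, or beyond the set limit; inactive = change above -40%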; also: % is scaled to controls: 0 for no effect and ±100 for the full control effect
D2 potentiator: D2 dopamine receptor (human) potentiation | P14416 | HEK293 T-REx D2, calcium flux, EC20 dopamine potentiation | actives 0.34% (n = 340,000) | potentiation, % at 10 µM;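 active = potentiation over 3 SD above the plate norm, cut at about 30% in these data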; also: 0% is about no effect
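Calcium flux readout, no-wash dye, 1 read/s. Inducible HEK293 Trex D2 line, overnight 30 C. Compound alone 180 s (agonist flags), then EC20 dopamine, another 180 s to score potentiation.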
D1 agonist: human D1 receptor agonism | actives 1% (n = 360,000) | HEK293 T-REx D1 cells, calcium flux, agonist mode | P21728 | activation, % at 2 µM; in the data active = activation above about 30%; also: 0% is about no effect
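Agonism was scored from calcium flux recorded over 180 s (1 read/s) after pintool compound addition, following a 10-cycle baseline. Cells were inducible force-coupled HEK293 TREx D1, plated overnight at 30 C and loaded with no-wash calcium dye.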
Vif-A3F inh: Vif-A3F binding inhibition. HeLa A3F-eYFP + Vif (tagged APOBEC3F with the HIV-1 protein that degrades it), YFP fluorescence increase. Potency, µM (doses to about 46.1 µM), for the others: top-dose activity, negative = active. actives 0.2% (n = 390,000); also: potency is read from the fitted curve at half-maximal effect; % of control where 0% means no effect; nearly all actives have a fitted effect of over 65% in size
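HeLa cells stably expressing Vif plus C-terminally eYFP-tagged A3F were seeded, incubated overnight at 37 deg C, dosed with compound, incubated overnight again at 37 deg C. Yellow fluorescence (Ex 488/Em 500-530) reported blocked Vif-mediated A3F-eYFP degradation.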
GRP78 ERSR act: ER stress response induction in glioma; actives 0.02% (n = 420,000); Potency, µM, for inactives: top-dose activation, hits mostly activators; U87-MG GRP78 promoter luciferase reporter, 16 h; AID 602332; also: potency is read from the fitted curve at half-maximal effect; series mostly up to about 76 µM; % of control where 0% means no effect; nearly all actives have a fitted effect of over 35% in size
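ERSR induction read as luciferase luminescence (Bright-Glo, 10 min at room temperature) in stably transfected human U87-MG glioma cells exposed to compounds for 16 h, using GRP78 as sensor.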
D1 antagonist: antagonists of human D1 dopamine receptor; HEK293 TREx D1 cells, calcium flux, dopamine EC80; active compounds read low; activity change, negative = inhibition, % at 10 µM; actives 3.2% (n = 360,000); AID 504652; P21728; in the data active = activity change below about -30%; also: % is scaled to controls: 0 for no effect and ±100 for the full control effect
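Inducible Hek293 Trex D1 cells (tetracycline, overnight, 30 C). Calcium dye 30–90 min RT. Antagonist mode: EC80 dopamine added after 180 s compound read.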
Active calls of the source: *; ? = inconclusive; . = not tested or not shown; & = joins results of further samples. Unless noted, calls follow the shape of the dose curve; as a rule, active = well fitted curve in the direction sought with a large enough effect; inconclusive = small, poorly fitted or top-dose-only effect, or another doubt; inactive = no such curve, though single readings can be large; an effect the other way counts as inactive or inconclusive. Not all compounds are listed; count on the stated rates, not on these rows.

Abbreviations: A = Vif-A3G inh; B = D1 PAM; C = RXFP1 agonist; D = RXFP1 antag; E = D2 potentiator; F = D1 agonist; G = Vif-A3F inh; H = GRP78 ERSR act; I = D1 antagonist
CC(=O)c1ccc(N2CCN(C(=O)c3ccc(NC4=NC5CS(=O)(=O)CC5S4)cc3)CC2)cc1 (stereo not drawn)
  A = 4% | B = 0 | C = 0.7% | D = 4 | E = -5 | F = 2 | G = 1% | H = -4% | I = -2
COc1cc(CN(C(C)=O)c2ccccc2C(=O)O)ccc1[N+](=O)[O-]
  A = -2% | B = . | C = . | D = -2 | E = . | F = . | G = -26% | H = -5% | I = .
O=C(N/N=C/c1coc2ccccc2c1=O)c1ccc(Cl)cc1
  A = -2% | B = 0 | C = -1.7% | D = 3 | E = 1 | F = 5 | G = -8% | H = -3% | I = 2
Cc1cc(=O)[nH]c(-n2[nH]c3c(c2=O)CCCC3)n1
  A = -3% | B = -4 | C = -0.9% | D = 14 | E = 8 | F = 21 | G = 0% | H = -5% | I = -37*
Cc1ccc(CNC(=O)CCCn2c(=O)[nH]c3ccccc3c2=O)cc1
  A = 0% | B = -7 | C = -0.7% | D = 2 | E = -5 | F = 4 | G = -5% | H = -8% | I = -9
c1cnc2c(c1)ccc1cccnc12
  A = 0%&5%&0% | B = -8&-4 | C = -0.3%&-2.0% | D = 0 | E = 19&-17 | F = 5&1 | G = -14%&3% | H = -2%&0%&-5%&-2% | I = 0&-27
CCOC(=O)c1c(-c2ccc(C)o2)csc1NC(=S)NC(=O)c1ccc(F)cc1
  A = -11% | B = 3 | C = 0.8% | D = 19 | E = 0 | F = 1 | G = -11% | H = -3% | I = 25
O=[N+]([O-])c1cccc(N(CC(O)CN2CCCC2)S(=O)(=O)c2ccccc2)c1 (stereo not drawn)
  A = -2% | B = -1 | C = -0.6% | D = 3 | E = -3 | F = 3 | G = 3% | H = 0% | I = -4
CN1C(=O)CC(N2CCN(CC(=O)N3CCCC3)CC2)C1=O (stereo not drawn)
  A = -2% | B = -6 | C = 0.7% | D = -7 | E = -12 | F = 7 | G = . | H = -3% | I = 4
CCn1cc(C(=O)NCC(=O)OC)c2cc(OC)c(OC)cc2c1=O
  A = -6% | B = -5 | C = -0.4% | D = 10 | E = -1 | F = 4 | G = -2% | H = -1% | I = -7
Cc1nn(C)cc1CNC(=O)C1C2CCC(C2)C1C(=O)O (stereo not drawn)
  A = . | B = -3 | C = 0.6% | D = . | E = 16 | F = 6 | G = . | H = . | I = -32*
CC(CC(=O)Nc1ccccc1)n1ccnc1 (stereo not drawn)
  A = 0% | B = 0 | C = -0.3% | D = -4 | E = 1 | F = 1 | G = -1% | H = -4% | I = 11
Nc1ccc(S(=O)(=O)NC2(C(F)(F)F)NC(=O)N(c3ccccc3F)C2=O)cc1 (stereo not drawn)
  A = -6% | B = -8 | C = 5.3% | D = -9 | E = -4 | F = 5 | G = 0% | H = -3% | I = 5
CC(=O)c1c(N2CCN(C)CC2)nc(=S)n(-c2cc(C)ccc2C)c1C
  A = -5% | B = -1 | C = -0.2% | D = -19 | E = 7 | F = 2 | G = 2% | H = -2% | I = -22
CC(C)CN1C(=O)CC(Sc2ccccc2C(=O)O)C1=O (stereo not drawn)
  A = 0% | B = -1 | C = -2.1% | D = 5 | E = -1 | F = 1 | G = 1% | H = -4% | I = 2

Continued.
Abbreviations: A = Vif-A3G inh; B = D1 PAM; C = RXFP1 agonist; D = RXFP1 antag; E = D2 potentiator; F = D1 agonist; G = Vif-A3F inh; H = GRP78 ERSR act; I = D1 antagonist
Cc1ccc(Sc2c(C)nn(-c3ccccc3)c2OC(=O)C(C)(C)C)cc1
  A = 0% | B = 1 | C = 0.1% | D = . | E = 5 | F = 0 | G = 0% | H = -1% | I = 3
CCOC(=O)N1CCN(S(=O)(=O)c2ccc(C(=O)Nc3nc4c(s3)CC(C)CC4)cc2)CC1 (stereo not drawn)
  A = 1% | B = -1 | C = 1.4% | D = -2 | E = -2 | F = 2 | G = 0% | H = -6% | I = 10
NC(=O)c1cc2cc(Cc3ccccc3Cl)ccc2oc1=O
  A = 0% | B = -3 | C = 5.8% | D = -15 | E = -6 | F = -1 | G = -10% | H = 2% | I = -1
O=C(NCCc1csc(-c2cccnc2)n1)c1ccc(Br)o1
  A = -1% | B = -12 | C = -0.2% | D = 8 | E = 3 | F = 3 | G = -8% | H = -2% | I = -17
COc1cc(C)c(NC(=O)c2cccc(S(=O)(=O)N3CCCC3)c2)cc1OC
  A = 2% | B = . | C = . | D = 1 | E = . | F = . | G = 12% | H = 3% | I = .
COCCCNC(=S)N(CCCO)Cc1cc2cc3c(cc2[nH]c1=O)OCCO3
  A = 0% | B = 10 | C = 0.4% | D = -6 | E = 6 | F = 3 | G = 1% | H = -3% | I = 13
COc1ccc(Nc2nnc(SCC(=O)NC3CC3)s2)cc1
  A = 2% | B = -5 | C = -1.5% | D = 5 | E = -5 | F = 0 | G = -5% | H = 7% | I = -6
Oc1c(C(c2ccc(Cl)cc2)N2CCC3(CC2)OCCO3)sc2nc(-c3ccco3)nn12 (stereo not drawn)
  A = -4% | B = 2 | C = 1.5% | D = -4 | E = 3 | F = -3 | G = 1% | H = -4% | I = .
O=C(CSc1ccc(-c2cccs2)nn1)Nc1cccc(F)c1
  A = -4% | B = -8 | C = 23% | D = -11 | E = 0 | F = 20 | G = 0% | H = -3% | I = -28
CC1(C)CC2CC(C)(CN2S(=O)(=O)c2ccc(F)cc2F)C1 (stereo not drawn)
  A = 5% | B = -5 | C = 0.4% | D = -2 | E = -4 | F = 5 | G = -14% | H = -3% | I = -3
C=CCNc1nc(C(=O)OCC(=O)NCc2cccc(Cl)c2)cs1
  A = -6% | B = 1 | C = 1.1% | D = -3 | E = 26 | F = -1 | G = 1% | H = 1% | I = 7
CC1C(=O)N2CCCc3cc(NC(=O)c4ccccc4Br)cc1c32 (stereo not drawn)
  A = -10% | B = -5 | C = 0.7% | D = -15 | E = 15 | F = 0 | G = -25% | H = -4% | I = -19
Cc1nnc2c(N3CCN(c4ccccc4)CC3)nc3ccc(C(=O)c4ccccc4)cc3n12
  A = 0% | B = 2 | C = ? | D = -13 | E = -2 | F = 4 | G = -1% | H = -2% | I = 2
CC1CCN(CCCCOc2ccc([N+](=O)[O-])cc2)CC1
  A = 0% | B = -2 | C = -2.0% | D = -5 | E = -19 | F = 2 | G = -3% | H = -2% | I = -44*
CC(C)CNC(CC(=O)O)c1ccccc1 (stereo not drawn)
  A = 0% | B = 0 | C = 0.3% | D = -8 | E = -2 | F = 2 | G = 3% | H = -5% | I = 25

Single records (already shown).
Entry for Cc1ccc(Sc2c(C)nn(-c3ccccc3)c2OC(=O)C(C)(C)C)cc1 : Vif-A3G inh: 0%; D1 PAM: 1; RXFP1 agonist: 0.1%; RXFP1 antag: .; D2 potentiator: 5; D1 agonist: 0; Vif-A3F inh: 0%; GRP78 ERSR act: -1%; D1 antagonist: 3
Entry for COc1ccc(Nc2nnc(SCC(=O)NC3CC3)s2)cc1 : Vif-A3G inh: 2%; D1 PAM: -5; RXFP1 agonist: -1.5%; RXFP1 antag: 5; D2 potentiator: -5; D1 agonist: 0; Vif-A3F inh: -5%; GRP78 ERSR act: 7%; D1 antagonist: -6

Additional structures.
Abbreviations: A = Vif-A3G inh; B = D1 PAM; C = RXFP1 agonist; D = RXFP1 antag; E = D2 potentiator; F = D1 agonist; G = Vif-A3F inh; H = GRP78 ERSR act; I = D1 antagonist
O=c1c2ccccc2nc(/C=C/c2ccc3c(c2)OCO3)n1CCCO
  A = -18% | B = -4 | C = 19% | D = 8 | E = 1 | F = 0 | G = 0% | H = -5% | I = 5
CCN(C(=O)c1ccccc1F)c1nc(-c2ccc(OC)cc2)cs1
  A = -3% | B = -1 | C = 0.9% | D = 0 | E = 10 | F = 8 | G = -3% | H = 1% | I = 6
CCCC(=O)O[C@@H]1C[C@@H](C)N(C(=O)c2ccccc2)c2ccc(C)cc21
  A = 1% | B = -5 | C = 3.7% | D = -12 | E = 4 | F = 4 | G = -3% | H = -2% | I = -3
Cc1oc2ccc(OCC(N)=O)cc2c1C(=O)OC(C)C
  A = 1% | B = 0 | C = 0.0% | D = -2 | E = 4 | F = -1 | G = -21% | H = -3% | I = 0
COc1cc2c(cc1OC)C(COc1ccc(F)cc1)N(C(=O)c1ccccc1F)CC2 (stereo not drawn)
  A = 0% | B = -2 | C = ? | D = . | E = -11 | F = 0 | G = 7% | H = -2% | I = 2
CC1(C)NC(=O)N(CC(=O)Nc2cc(S(=O)(=O)N3CCOCC3)ccc2N2CCOCC2)C1=O
  A = . | B = -5 | C = 2.1% | D = . | E = 5 | F = 7 | G = . | H = . | I = 4
CCN(CC(=O)Nc1c(F)cccc1F)C(=O)CNC(=O)c1sc2ccccc2c1Cl
  A = 0% | B = -3 | C = 14% | D = 2 | E = 1 | F = 0 | G = -6% | H = 2% | I = 0
Cc1[nH]c2ccccc2c1C(=O)COC(=O)C1CC(=O)N(Cc2ccco2)C1 (stereo not drawn)
  A = 2% | B = 0 | C = 0.1% | D = -7 | E = 5 | F = 5 | G = . | H = 0% | I = 50
FC(F)Sc1ccc(-n2c(-c3ccc(Cl)cc3)c[n+]3c2CCC3)cc1
  A = 5% | B = -5 | C = 1.3% | D = 11 | E = -6 | F = 4 | G = 3% | H = -7% | I = 6
COc1ccc(CNC(=O)CN2C(=O)NC3(CCCCCC3)C2=O)cc1OC
  A = 1% | B = 3 | C = -2.7% | D = 1 | E = 4 | F = -4 | G = -8% | H = -4% | I = -9
CCc1ccc(NC(=O)N[C@H](C(=O)O)C(C)CC)cc1 (stereo partly drawn)
  A = 1% | B = -12 | C = 0.4% | D = -2 | E = 8 | F = 1 | G = 3% | H = -5% | I = 11
COc1ccc(N2CCN(C(=O)Cc3coc4cc(C)ccc34)CC2)cc1
  A = 0% | B = -4 | C = 0.6% | D = -15 | E = 8 | F = 1 | G = -9% | H = -4% | I = -3
COC(=O)c1cc(Nc2nc3ccccc3nc2NS(=O)(=O)c2ccc(C)cc2)ccc1Cl
  A = -7% | B = -4 | C = 1.1% | D = . | E = 2 | F = 17 | G = 11µM* | H = 0% | I = -31*
N/C(Cc1ccc([N+](=O)[O-])cc1)=N\OC(=O)COc1ccc2ccccc2c1
  A = -7% | B = 1 | C = 2.8% | D = -14 | E = -7 | F = 17 | G = -13% | H = -2% | I = -4
